High-throughput results deposited in PubChem BioAssay by Johns Hopkins Ion Channel Center.
MrgX1 allo act: human MrgX1 positive allosteric modulation, primary screen; Q96LB2; MrgX1-HEK293, Fluo-4 calcium flux, FDSS; hits give high values; B-score at 10 µM; AID 588675; 310,000 compounds, 0.63% hits;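 active = plate-corrected calcium response at least 3 library SD above typical, normal starting fluorescence, not activating the receptor alone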;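 note: compound read alongside a low EC10 to EC30 dose of BAM8-22 agonist; peak minus trough fluorescence over baseline measured at the second addition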
Target sequence (Q96LB2 whole entry, looked up): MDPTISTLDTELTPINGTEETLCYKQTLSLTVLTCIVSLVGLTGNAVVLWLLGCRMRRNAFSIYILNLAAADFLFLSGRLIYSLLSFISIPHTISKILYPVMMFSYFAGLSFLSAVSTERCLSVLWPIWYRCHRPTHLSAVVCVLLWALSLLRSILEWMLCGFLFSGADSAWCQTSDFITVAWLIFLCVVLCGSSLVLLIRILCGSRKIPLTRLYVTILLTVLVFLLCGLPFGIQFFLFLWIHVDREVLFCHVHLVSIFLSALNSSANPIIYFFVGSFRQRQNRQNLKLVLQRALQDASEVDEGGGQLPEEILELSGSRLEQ
RGS4 act: potentiators or activators of RGS4; HEK293 M3R/inducible RGS4, carbachol calcium flux Fluo4; hits give low values; 310,000 compounds, 0.92% hits; AID 463111; B-score at 10 µM;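 active = B-score of the integrated calcium signal more than 4 SD below the library mean, with starting fluorescence not abnormally high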;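 note: negative B-score means reduced calcium response which marks RGS4 activation or potentiation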
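Test system: HEK293 cells with stable M3R and inducible RGS4; also added: carbachol at ECmax as muscarinic agonist stimulus; schedule: dye loading 30 min 37 °C, buffer rest 30 min RT; technique: kinetic calcium fluorescence imaging with Fluo4-AM dye, 2 µM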
ANO1 activ: mouse TMEM16A channel activation, primary screen. Q8BHY3. HEK293 TMEM16A/YFP-H148Q/I152L, iodide quench fluorescence; hits give low values. B-score at 10 µM. 340,000 compounds, 0.3% hits. AID 623877;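 active = fluorescence-ratio B-score plate-corrected deviation score at least 3 library SD below zero, with starting fluorescence score within 5 deviations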;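 note: channel opened by trigger with iodide after compound preincubation; score built on the fluorescence ratio of max minus min over baseline; more negative score means more quench and so TMEM16A activation or potentiation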
KCNQ1 inh: inhibitors of human KCNQ1 potassium channel; CHO-K1 KCNQ1, FluxOR thallium flux fluorescence; hits give high values; B-score at 10 µM; 310,000 compounds, 1.3% hits;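 active = compounds whose thallium flux B-score, printed positive for inhibition, exceeds three library SD while starting fluorescence stays within three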;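 note: channel opened by potassium depolarization with thallium stimulus after 20 min compound exposure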
ANO1 block: inhibitors of mouse TMEM16A calcium-activated chloride channel. HEK293 TMEM16A/YFP iodide influx fluorescence, ionomycin. Q8BHY3. AID 588511. 310,000 compounds, 1.2% hits. normalized B-score (activity score, 25-100; higher = stronger inhibition) at 10 µM;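 active = ratio plate-corrected score three or more library SD toward inhibition, starting fluorescence score within five deviations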;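 note: score derived from kinetic fluorescence span divided by baseline fluorescence per well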
KCNK3 block: human KCNK3 channel inhibition, primary screen; CHO-KCNK3 thallium flux, FluxOR fluorescence; hits give low values; B-score at 10 µM; 340,000 compounds, 0.84% hits;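 active = B-score under library mean minus 4 SD, starting fluorescence ratio at most library mean plus 5 SD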;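 note: more negative B-score means stronger inhibition of thallium flux through KCNK3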
hERG protect: shields human hERG channel from block by proarrhythmic agents; 310,000 compounds, 0.51% hits; activation (rescue from dofetilide block), less the hit threshold, % at 10 µM; CHO-hERG, FluxOR thallium flux, dofetilide IC70 present; AID 1511; Q12809;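 active = activation above the mean of controls blocked by dofetilide plus 5 SD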;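 note: thallium influx through hERG after potassium depolarization seen as dye fluorescence rise; in these data hits start at about 4.7%; inactives centre near -7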
KCNK9 inh: inhibitors of human KCNK9 two-pore domain potassium channel | Q9NPC2 | HEK293 KCNK9, FluxOR thallium flux fluorescence; hits give low values | B-score at 10 µM | 310,000 compounds, 1.2% hits | AID 488922;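 active = ratio B-score over 3 SD below the library mean, with starting fluorescence within 5 SD of its mean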;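 note: negative B-score means less thallium flux so channel inhibition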
Target sequence (Q9NPC2 whole entry, looked up, the tested form may be a part): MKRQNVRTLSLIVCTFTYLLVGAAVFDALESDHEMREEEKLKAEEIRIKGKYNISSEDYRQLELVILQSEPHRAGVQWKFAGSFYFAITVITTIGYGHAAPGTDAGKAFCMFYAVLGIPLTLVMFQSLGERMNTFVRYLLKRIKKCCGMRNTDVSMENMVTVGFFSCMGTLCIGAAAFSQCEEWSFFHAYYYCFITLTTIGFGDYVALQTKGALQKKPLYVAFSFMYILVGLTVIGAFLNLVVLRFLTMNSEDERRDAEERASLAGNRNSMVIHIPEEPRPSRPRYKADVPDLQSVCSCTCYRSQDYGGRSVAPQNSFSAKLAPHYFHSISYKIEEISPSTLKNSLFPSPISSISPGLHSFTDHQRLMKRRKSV
KCNQ1 pot: potentiates or activates the human KCNQ1 potassium channel | 310,000 compounds, 0.35% hits | B-score at 10 µM | CHO-K1 KCNQ1, thallium flux FluxOR fluorescence; hits give high values | P51787 | AID 2648;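 active = fluorescence ratio B-score, a plate-corrected score, at least three library SD, with initial intensity B-score within 5 SD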
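Assay system: CHO-K1 cells stably expressing KCNQ1. Medium: assay buffer for compound exposure, DMSO matched across wells. Timing: 37 °C overnight plating, 90-min dark dye load, 20-min compound pretreatment. Signal: kinetic FluxOR fluorescence, 10 s baseline plus 110 s post-stimulus.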
MrgX1 ag: activates human MrgX1 receptor signaling; Q96LB2; MrgX1-HEK293 cells, Fluo-4 calcium fluorescence, agonist mode; hits give high values; B-score at 10 µM; 310,000 compounds, 0.44% hits;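 active = calcium response B-score plate-corrected fluorescence ratio at least 3 library SD, with starting fluorescence B-score inside 5 SD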
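times = overnight plating, then 30 min 37 °C plus 30 min room-temperature dye loading | assay system = stable human MrgX1 HEK293 cell line | input = fifteen thousand cells per well | signal = kinetic calcium dye fluorescence, Fluo-4 NW | dosing = compound delivered in addition one of three | read-out = B-scored fluorescence response ratio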
RGS4 inh: human RGS4 inhibition | P49798 | HEK293 M3R/RGS4 inducible, Fluo-4 calcium flux; hits give high values; triggered by carbachol at its EC20 | B-score at 10 µM | 310,000 compounds, 0.45% hits;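 active = B-score, a plate-corrected calcium signal, over three deviations above library mean, with baseline fluorescence within five deviations of library mean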;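 note: RGS4 expression induced by doxycycline in cells with stable M3 receptor; B-score is computed from the integrated fluorescence ratio over baseline after carbachol; higher B-score means a larger calcium signal and so more RGS4 inhibition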
Target sequence (P49798 whole entry, looked up): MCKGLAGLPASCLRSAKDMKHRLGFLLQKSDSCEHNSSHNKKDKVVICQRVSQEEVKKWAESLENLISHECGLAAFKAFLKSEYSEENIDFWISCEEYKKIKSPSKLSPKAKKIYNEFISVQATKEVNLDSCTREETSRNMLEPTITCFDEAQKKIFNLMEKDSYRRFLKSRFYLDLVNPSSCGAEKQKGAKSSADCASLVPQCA
* marks the source's active call; other numbers are inactive results; i = inactive; . = no result given.

SMILES	MrgX1 allo act	RGS4 act	ANO1 activ	KCNQ1 inh	ANO1 block	KCNK3 block	hERG protect	KCNK9 inh	KCNQ1 pot	MrgX1 ag	RGS4 inh
Cc1cc(C)n(-c2ccc(C(=O)OCC(=O)NCc3ccc(F)cc3)cc2)n1	i	i	i	i	i	i	-9	i	i	i	i
O=C(Nc1ccc(NC(=O)N2CCN(c3ccccc3O)CC2)cc1)N1CCN(c2ccccc2O)CC1	i	i	i	i	i	i	-5	i	i	i	i
CCOc1ccc(OCCC(=O)OCC(=O)NCc2ccc(Cl)cc2)cc1	i	i	i	i	i	i	-9	i	i	i	i
O=S(=O)(c1cccc(-c2nc3ccccc3s2)c1)N1CCCC1	i	i	i	i	i	i	-4	i	i	i	i
CCn1cc(C(=O)NN)c(=O)c2cc(F)c(NC3CCCCC3)cc21	.	i	i	i	.	i	1	i	i	.	i
COc1cccc2c1OC[C@@H](CO)[C@H]2N(C)C(=O)Nc1ccc(Cl)cc1	i	i	i	i	i	i	-15	i	i	i	i
Cc1ccc(-c2noc(CCC(=O)N(C)c3ccccc3C)n2)cc1	i	i	i	i	i	i	-14	i	i	i	i
Brc1ccc(CSc2nnc(Cc3c[nH]c4ccccc34)o2)cc1	i	i	i	i	i	i	-8	i	i	i	i
Fc1cccc(Cl)c1/C=N/n1c(-c2cccnc2)n[nH]c1=S	i	i	i	i	i	i	-3	i	i	i	i
COc1ccc(CNC(=O)c2ccc(N3CCC4(CC3)CC(c3ccc(Cl)cc3)=NO4)c(NC(=O)c3ccccc3)c2)cc1	i	i	i	i	i	i	-1	i	i	i	i
CCOC(=O)c1cc(CO)cc(C(=O)OCC)c1	i	i	i	i	i	i	-9	i	i	i	i
Cc1noc(C)c1COc1ccc(C(=O)NCCc2ccc(S(N)(=O)=O)cc2)cc1	i	i	i	i	i	i	-8	i	i	i	i
COc1ccc(C(=O)C2CCN(C(=O)c3ccc(C)cc3)CC2)cc1	i	i	i	i	i	i	-12	i	i	i	i
O=C(Nc1nc(-c2ccccn2)cs1)C1CC1	i	i	i	i	i	i	-8	i	i	i	i
CC1(C)CC(=O)C=C(NC2CCCCCCC2)C1	i	i	i	i	i	i	-17	i	i	i	i
COc1ccccc1NC(=O)CCNC(=O)c1ccc(C)cc1	i	i	i	i	i	i	-6	i	i	i	i
Cc1cc(=O)oc(C)c1C(=O)OCC(=O)c1ccccc1	i	i	i	i	i	i	-13	i	i	i	i
CC(C)Cc1nnc(NC(=O)CCc2ccccc2)s1	i	i	i	i	i	i	-4	i	i	i	i
CCOC(=O)C1=C(C)N=c2s/c(=C\c3cc(OC)c(OC)c(OC)c3)c(=O)n2C1/C=C/c1ccccc1 (configuration not stated)	i	i	i	i	i	i	-4	i	i	i	i
COc1ccc(CNC(=O)CN(C(=O)CCC(=O)Nc2nccs2)c2ccccc2C)cc1	i	i	i	i	i	i	-11	i	i	i	i
COc1ccc(C(=O)N2CCCCCC2)cc1OC1CCN(C(C)C)CC1	i	i	i	i	i	i	-9	i	i	i	i
O=C1C2CCCN2c2ccc(S(=O)(=O)N3CCOCC3)cc2N1Cc1ccccc1F (configuration not stated)	i	i	i	i	i	i	-11	i	i	i	i
O=C(c1cccs1)N(c1ccc(Br)cc1)C1C=CS(=O)(=O)C1 (configuration not stated)	i	i	i	i	i	i	-16	i	i	i	i
CCCn1ccc(O)c(Cc2ccc(Cl)cc2)c1=O	i	i	i	i	i	i	-12	i	i	i	i
Cc1ccnc(NC(=O)CCC(=O)N(CC(=O)NC(C)(C)C)c2ccc3c(c2)OCCO3)c1	i	i	i	i	i	i	-5	i	i	i	i
CCN(CC(=O)NCc1ccc(Cl)cc1)C(=O)c1ccc(S(=O)(=O)N(C)C)cc1	i	i	i	i	i	i	-9	i	i	i	i
Cc1cc(-c2c(C)n([O-])c(C)c(C)[n+]2=O)ccc1F	i	i	i	i	i	i	-9	i	i	i	i
COC(=O)Nc1nnc(-c2ccc(OC)cc2)s1	i	i	i	i	i	i	-8	i	i	i	i
COc1ccc(Nc2oc(COc3ccc(OC)cc3)nc2C#N)cc1	i	i	i	i	i	i	-8	i	i	i	i
Cc1c2ccccc2nc2c(F)c(N(C)C)c(F)c(F)c12	i	i	i	i	i	i	-9	i	i	i	i
CCC(Sc1nnc(C)s1)C(=O)Nc1nccs1 (configuration not stated)	i	i	i	i	i	i	-10	i	i	i	i
Cc1ccnc(SCC(=O)N2CCN(c3cccc(Cl)c3)CC2)n1	i	i	i	i	i	i	-21	i	i	i	i
Cc1ncc([N+](=O)[O-])n1CC(=O)Nc1ccc(F)cc1F	i	i	i	i	i	i	-5	i	i	i	i
COC(=O)C1CCN(C(=O)C(C)Oc2ccc(Cl)cc2Cl)CC1 (configuration not stated)	i	i	i	i	i	i	-1	i	i	i	i
CCc1nnc(NC(=O)c2nc(S(=O)(=O)Cc3ccccc3)ncc2Cl)s1	i	i	i	i	i	i	-15	i	i	i	i
Cc1cccc(NC(=S)N2CCN(C(=O)c3ccco3)CC2)c1C	i	i	i	i	i	i	-9	i	i	i	i
COC(=O)c1cccc(N(CC(=O)NCC2CCCO2)C(=O)CCC(=O)Nc2cc(C)on2)c1 (configuration not stated)	i	i	i	i	i	i	-6	i	i	i	i
Clc1cccc(Cc2ccc(Cl)nn2)c1	i	i	i	i	i	i	-5	i	i	i	i
O=c1oc2ccccc2c(Nc2ccccc2)c1[N+](=O)[O-]	i	i	i	i	i	i	-3	i	i	i	i
COC(=O)C1=C(C)N(CCCC(=O)O)C(=O)NC1c1ccccc1OS(=O)(=O)c1ccc([N+](=O)[O-])cc1 (configuration not stated)	i	i	i	i	i	i	-10	i	i	i	i

Structural class: the compounds so far containing bromine (2)
SMILES	MrgX1 allo act	RGS4 act	ANO1 activ	KCNQ1 inh	ANO1 block	KCNK3 block	hERG protect	KCNK9 inh	KCNQ1 pot	MrgX1 ag	RGS4 inh
Brc1ccc(CSc2nnc(Cc3c[nH]c4ccccc34)o2)cc1	i	i	i	i	i	i	-8	i	i	i	i
O=C(c1cccs1)N(c1ccc(Br)cc1)C1C=CS(=O)(=O)C1 (configuration not stated)	i	i	i	i	i	i	-16	i	i	i	i

Other results:
SMILES	MrgX1 allo act	RGS4 act	ANO1 activ	KCNQ1 inh	ANO1 block	KCNK3 block	hERG protect	KCNK9 inh	KCNQ1 pot	MrgX1 ag	RGS4 inh
O=C(NCC1CCCN1S(=O)(=O)c1cccs1)c1ccccc1 (configuration not stated)	i	i	i	i	i	i	-14	i	i	i	i
CSc1nc2ccc(NS(=O)(=O)c3ccc([N+](=O)[O-])cc3)cc2s1	i	i	i	i	i	i	-8	i	i	i	i
COc1cc(/C(C)=N/NC(=O)Cc2c(C)[nH][nH]c2=O)ccc1O	i	i	i	i	i	i	-7	i	i	i	i
CC(=O)NC(Cc1c[nH]c2ccccc12)C(=O)NCc1ccco1 (configuration not stated)	i	i	i	i	i	i	-7	i	i	i	i
COc1ccccc1C(=O)NC(C)c1ccc(-n2ccnc2)cc1 (configuration not stated)	i	i	i	i	i	i	-10	i	i	i	i
COCCNC(=O)Cc1c(C)c2cc3c(cc2oc1=O)OC(C)(C)CC3	i	i	i	i	i	i	-8	i	i	i	i
Cc1ccc(Cn2c(C)c3cnn(CC(=O)NC4CCCC4)c(=O)c3c2C)cc1	i	i	i	i	i	i	-1	i	i	i	i
CN1CCN(Cc2nc(N)nc(Nc3ccc4c(c3)OCCO4)n2)CC1	i	i	i	i	i	i	-6	i	i	i	i
Nc1cccc2c(O)cccc12	i	i	i	i	i	i	-2	i	i	i	i
COc1ccccc1C1=NN(C(=O)c2ccccc2)C(c2ccc(Br)cc2)C1 (configuration not stated)	i	i	i	i	i	i	-5	i	i	i	i
CCOC(CNC(=O)CN1C(=O)COc2ccc(S(=O)(=O)N3CCCC3)cc21)OCC	i	i	i	i	i	i	-11	i	i	i	i
CCc1nn(CC(=O)N2CCN(Cc3ccc4c(c3)OCO4)CC2)c(=O)c2cc3occc3n12	.	i	i	i	.	i	-5	i	i	.	i
Cn1c(=O)c2c(nc(CN3CCc4ccccc4C3)n2CCCO)n(C)c1=O	i	i	i	i	i	i	-9	i	i	i	i
CCOc1ccccc1NC(=O)CSc1nc(=O)n(CCCN2CCOCC2)c2c1CCC2	i	i	i	i	i	i	-13	i	i	i	i
COc1ccc(C(=O)NCc2cn3ccccc3n2)cc1	i	i	i	i	i	i	-3	i	i	i	i
COc1cc(CN2CCC(C(=O)N3CCCC(C)C3)CC2)cc(Br)c1O (configuration not stated)	i	i	i	i	i	i	-3	i	i	i	i
COc1cc(C2C(C#N)=C(N)N(c3cccnc3)C3=C2C(=O)CC(C)(C)C3)ccc1O (configuration not stated)	i	i	i	i	i	i	-4	i	i	i	i
Brc1ccc(COc2cccc3cccnc23)cc1	i	i	i	i	i	i	-1	i	i	i	i
CCc1nnc(SCc2ccc(CSc3nnc(CC)n3N)cc2)n1N	.	i	i	i	.	i	-5	i	i	.	i
COc1ccccc1C(=O)NCCn1cc(SCC(=O)Nc2cc(C)on2)c2ccccc21	i	i	i	i	i	i	-21	i	i	i	i
Cc1ccccc1C(=O)N1CCN(c2ccc(NC(=O)c3ccccc3[N+](=O)[O-])cc2)CC1	i	i	i	i	i	i	-8	i	i	i	i
CSc1nc(SCC(=O)NC(c2ccccc2)c2ccccc2)c2c3c(sc2n1)CN(C)CC3	i	i	i	i	i	i	-13	i	i	i	i
Cc1cc2oc(=O)cc(CN3CCN(S(=O)(=O)c4cccs4)CC3)c2cc1C(C)C	i	i	i	i	i	i	-9	i	i	i	i
CCOC(=O)c1[nH]c(C)c(C(=O)N(CC)CC)c1C	i	i	i	i	i	i	-4	i	i	i	i
Cc1[nH]n(-c2ccccc2)c(=O)c1/C=N/c1ccccn1	i	i	i	i	i	i	-8	i	i	i	i
CC(C)OC(=O)c1cccc2c1C(=O)c1ccccc1-2	i	i	i	i	i	i	-9	i	i	i	i
CCOC(=O)CNC(=O)/C=C/c1c(Cl)cccc1Cl	i	i	i	i	i	i	-4	i	i	i	i
